AGP1-GFP MLPCN: alters AGP1-GFP fluorescence in TOR pathway yeast screen. S. cerevisiae AGP1-GFP multiplex flow cytometry, 3 h; GFP as percent of DMSO wells. GFP response vs DMSO, % at 10 µM. 320,000 tested, 0.02% active. AID 2066;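 active = GFP response relative to DMSO above a set limit, near screen average plus 3 SD, cut at about 150% in these data; inconclusive = fewer than 70 cells counted for the yeast strain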;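 also: median GFP channel fluorescence of the gated AGP1 strain per well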
MEP2-GFP yeast: yeast TOR pathway MEP2-GFP modulation. S. cerevisiae MEP2-GFP strain, flow cytometry GFP, 3 h; 100% = DMSO control level. 330,000 tested, 0.51% active. GFP response vs DMSO, % at 10 µM;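 active = GFP response versus DMSO above a set limit, roughly screen mean plus 3 SD, cut at about 180% in these data; inconclusive = fewer than 70 cells counted for a yeast strain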;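 also: median GFP fluorescence of the barcode-gated MEP2-GFP cells per well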
Efflux pump inh: blocks antifungal efflux pumps in multiplex yeast assay. S. cerevisiae Candida pump triplex, Nile Red efflux. 330,000 tested, 0.44% active. inhibition, % at 10 µM;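 active = plate passing quality check with inhibition over a set limit, or well fluorescence over plate mean plus 4 SD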;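 also: Nile Red retained in pooled yeast measured as flow cytometry median fluorescence; 0% = buffer negative control and 100% = Enniatin B positive control; higher means more Nile Red kept so more efflux inhibition; some compounds called inactive have numbers as strong as hits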
CIT2-GFP yeast: alters CIT2-GFP fluorescence in TOR pathway yeast screen. GFP response vs DMSO, % at 10 µM. S. cerevisiae CIT2-GFP strain, flow cytometry, 3 h; 100 means same as DMSO wells. AID 2029. 320,000 tested, 0.065% active;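 active = GFP response relative to DMSO above a set limit, near the screen mean plus 3 SD, cut at about 150% in these data; inconclusive = Fewer than 70 cells measured for a yeast strain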;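 also: ratio of well median GFP fluorescence to mean of DMSO wells on the plate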
LAP4-GFP MLPCN: modulators of TOR pathway LAP4-GFP in S. cerevisiae. S. cerevisiae LAP4-GFP multiplex, flow cytometry GFP, 3 h; median GFP as percent of DMSO wells. GFP response vs DMSO, % at 10 µM. 320,000 tested, 0.34% active;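 active = GFP response vs DMSO above a set limit, about the screen mean plus 3 SD, cut at about 150% in these data; inconclusive = under 70 cell events counted for the yeast strain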
AHR act: activates the human aryl hydrocarbon receptor. P35869. AID 2796. 320,000 tested, 2.5% active. activation, % at 5 µM. AHR-responsive luciferase reporter cells, luminescence; in the data active = activation above about 47%;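 also: 0% = vehicle wells and 100% = reference agonist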
Target sequence (P35869 whole entry, looked up): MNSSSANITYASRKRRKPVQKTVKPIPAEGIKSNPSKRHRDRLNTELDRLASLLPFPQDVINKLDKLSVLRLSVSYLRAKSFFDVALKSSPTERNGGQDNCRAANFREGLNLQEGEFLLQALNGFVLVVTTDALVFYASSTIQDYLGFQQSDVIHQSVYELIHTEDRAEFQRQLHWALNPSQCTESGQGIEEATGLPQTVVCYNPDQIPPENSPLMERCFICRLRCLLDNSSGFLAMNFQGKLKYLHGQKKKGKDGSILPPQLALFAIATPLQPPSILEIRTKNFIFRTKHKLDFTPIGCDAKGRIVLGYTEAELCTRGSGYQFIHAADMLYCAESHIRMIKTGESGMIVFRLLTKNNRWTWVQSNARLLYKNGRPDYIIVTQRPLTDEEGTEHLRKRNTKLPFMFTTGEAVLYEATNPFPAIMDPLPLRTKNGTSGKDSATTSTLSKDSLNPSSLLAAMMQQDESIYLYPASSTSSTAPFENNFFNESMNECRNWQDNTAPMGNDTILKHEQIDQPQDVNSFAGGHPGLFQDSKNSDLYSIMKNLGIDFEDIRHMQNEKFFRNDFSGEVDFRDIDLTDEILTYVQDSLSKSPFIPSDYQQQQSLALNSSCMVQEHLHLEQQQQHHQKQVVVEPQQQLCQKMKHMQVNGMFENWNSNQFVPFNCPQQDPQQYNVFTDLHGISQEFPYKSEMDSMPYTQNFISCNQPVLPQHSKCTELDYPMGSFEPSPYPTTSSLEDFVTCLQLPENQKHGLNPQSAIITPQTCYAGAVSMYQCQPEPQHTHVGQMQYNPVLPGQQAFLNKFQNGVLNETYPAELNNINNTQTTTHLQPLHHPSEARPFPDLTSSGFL
RPL19A-GFP yeast: yeast TOR pathway RPL19A-GFP modulation | S. cerevisiae RPL19A-GFP strain, flow cytometry, 3 h; active compounds read low | 330,000 tested, 0.3% active | AID 2025 | percent response vs DMSO, % at 10 µM;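 active = percent response vs DMSO below 50%; inconclusive = fewer than 70 events counted for the yeast strain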;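 also: median channel GFP fluorescence of the barcoded RPL19A-GFP strain; ratio of sample median GFP to plate DMSO average so 100% = DMSO; lower means less RPL19A-GFP as with rapamycin TOR inhibition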
CR mimetic SO: yeast age-related superoxide inhibition as caloric restriction mimetic. S. cerevisiae aged cells, superoxide DHE fluorescence; active compounds read low. superoxide response (% of plate mean), % at 10 µM. 330,000 tested, 0.18% active;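 active = superoxide response under a set limit, about three screen SD below normal, cut at about 65% in these data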;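 also: yeast aged for seven days with compound at 30 °C before DHE staining; 100% = average MFI of all compound-treated wells on the plate with controls excluded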
The depositor's hits bear a star; ? = inconclusive; . = no result given; [ ] = remark or other dose.

mol	AGP1-GFP MLPCN	MEP2-GFP yeast	Efflux pump inh	CIT2-GFP yeast	LAP4-GFP MLPCN	AHR act	RPL19A-GFP yeast	CR mimetic SO
CC(C)Cn1c(SCC(=O)Nc2ccc3[nH]c(=O)[nH]c3c2)nc2ccccc2c1=O	111	110	0.1	111	107	1	105	99
Cc1ccnc(NS(=O)(=O)c2ccc(NS(=O)(=O)c3cccs3)cc2)n1	104	101	-0.1	110	95	1	101	98
O=c1c2[nH]c3ccc(F)cc3c2nc2n1CCS2	92	101	0.3	105	98	32	96	114
O=[N+]([O-])c1ccc(N/N=C/c2c[nH]c3ccccc23)cc1	100	96	-0.2	95	107	1	99	81
COc1ccc(S(=O)(=O)N2CCOCC2)cc1NC(=O)COC(=O)CC1CC2CCC1C2 (configuration not stated)	95	98	0.8*	96	95	1	97	110
CC(=O)Nc1ccc(S(=O)(=O)NCCSCc2ccco2)cc1	95	99	0.1	95	99	1	94	114
CC1=C(C(=O)Nc2ccccc2C)C(c2ccccc2)NC(=O)N1 (configuration not stated)	101	101	0.0	94	105	-1	102	100
CCN(CC)CCOC(=O)C1(C2CCCCC2)CCCCC1	78	89	0.0	86	97	0	89	92
CCC(=O)N(C)CCc1cc2c(c(OC)c1/C=N/NC(=O)c1ccncc1)OCO2	.	102	0.0	.	.	0	102	86
O=C(/C=C\c1ccc2c(c1)OCO2)NC1(C(=O)Nc2ccc3c(c2)OCO3)CCCCC1	93	114	-0.1	105	95	0	102	98
CCCc1nnc(NC(=O)CN2C(=O)c3ccccc3C2=O)s1	106	105	-0.1	108	103	0	102	97
COCCNC(=O)C(=O)NCC1OCCN1S(=O)(=O)c1cccs1 (configuration not stated)	105	98	0.0	97	112	-5	95	97
O=C(NN=Cc1ccc(F)c(F)c1)c1ccc(NS(=O)(=O)c2cccs2)cc1	96	95	0.3	94	88	1	98	111
O=C1C2CC=C(Cl)CC2C(=O)N1CCN1CCOCC1 (configuration not stated)	102	106	0.0	110	104	-4	105	102
Cc1ccc(C)c(OCCn2nnc3ccccc32)c1	99	110	0.2	98	102	1	104	105
COc1ccccc1CNC(=O)c1ccc2c(=O)n3c(nc2c1)CCCCC3	107	98	-0.1	101	102	-1	100	98
CCOc1nc(NC(=O)NC(=O)c2ccccc2)nc(-c2ccccc2)n1	99	104	0.1	96	105	9	100	106
CC(C)(C)NC(=O)CSc1nnc(-c2ccccc2)c(-c2ccccc2)n1	98	97	-0.3	108	85	1	100	111
CCN1C(=O)[C@@H]2[C@@H](c3ccc(-c4ccc(Cl)c(Cl)c4)c(OC)c3)N3CCCC[C@@]3(C(=O)OC)[C@@H]2C1=O	101	102	-0.1	95	93	-2	100	104
CCC1=NN(C(=O)c2cccc([N+](=O)[O-])c2)C(O)(c2ccc(C)cc2)C1 (configuration not stated)	106	107	0.0	106	94	7	108	91
Oc1ccc(C[C@@H]2CNC(=S)N2CCc2cc(C(F)(F)F)cc(C(F)(F)F)c2)cc1	82	83	-0.1	76	101	8	94	106
COc1ccc(OC)c(CNC(=O)c2coc(=O)c3ccccc23)c1	99	91	-0.1	103	89	14	101	102
CCC1CCCCN1C(=O)c1ccc(OC)c(OC2CCN(C(C)C)CC2)c1 (configuration not stated)	98	96	0.1	97	95	0	100	99
COc1ccc(S(=O)(=O)N2CCOCC2)cc1NC(=O)COC(=O)C1COc2ccccc2O1 (configuration not stated)	98	99	1.0	95	87	1	102	113
Cc1cc(NC(=O)NC(=O)c2ccc(F)cc2F)n[nH]1	106	103	0.0	100	97	5	99	101
COc1ccc(S(=O)(=O)NNC(=O)C2Cc3c(ccc4ccccc34)O2)cc1 (configuration not stated)	100	100	-0.2	93	96	2	99	131
COc1ccc(N/C=C/C(=O)C(F)(F)F)cc1	102	107	0.6	93	92	-3	107	93
CCOc1ccc(S(=O)(=O)N2CCOCC2)cc1NC(=O)C1CCC1	109	107	-0.1	103	99	3	104	98
COc1ccccc1/C=C/C(=O)Nc1ccc2c(c1)CCC2	91	105	0.0	95	95	22	102	105
Cc1ccc(C(=O)N/C(=C/c2ccccc2)C(=O)NC(Cc2ccccc2)C(=O)O)cc1 (configuration not stated)	100	107	0.3	96	93	6	109	100

(more compounds)
Structure	AGP1-GFP MLPCN	MEP2-GFP yeast	Efflux pump inh	CIT2-GFP yeast	LAP4-GFP MLPCN	AHR act	RPL19A-GFP yeast	CR mimetic SO
O=C(CN1CCC(NC(=O)c2ccco2)CC1)Nc1ccccc1C(F)(F)F	94	101	-0.4	95	87	1	99	103
Cc1ccc(-n2c(Cc3cccs3)nnc2SCC(N)=O)cc1	.	103	0.0	98	108	3	96	118
CC1(C)Cc2c(sc3nnn(CC(=O)Nc4ccccc4)c(=O)c23)CO1	.	104	0.1	.	.	-2	105	107
O=C(NCc1ccc2c(c1)OCO2)c1ccc(CS(=O)(=O)c2cccc(C(F)(F)F)c2)o1	100	101	0.0	97	101	0	99	98
O=S(=O)(NC1CCCCC1N1CCN(c2ccc(F)cc2)CC1)c1ccc(Cl)cc1 (configuration not stated)	98	100	0.1	95	89	1	99	106
COc1cccc(-n2c(Cc3cc(=O)[nH]c(=O)[nH]3)nnc2SC(C)C)c1	104	100	-0.1	99	100	1	98	92
CCCNC(=O)C1CC(c2ccccc2C(F)(F)F)=NO1 (configuration not stated)	101	98	0.1	87	101	-4	96	101
O=C(c1cc2ccccc2cc1O)N1CCCC(C(F)(F)F)C1 (configuration not stated)	94	91	-0.1	93	94	13	98	95
CCc1ccccc1NC(=O)/C(C#N)=C\c1ccc(Sc2ccccc2)o1	97	101	0.0	90	114	0	100	105
Cc1ccc(C)c(-c2cc(C(=O)NN3CCOCC3)c3ccccc3n2)c1	103	103	0.1	98	105	0	101	116
Cc1ccc(NC(=O)CCCN2C(=S)NC(C)(C)CC2C)cc1 (configuration not stated)	98	103	0.3	100	99	1	100	129
CS(=O)(=O)N(CCc1ccccc1)CC(=O)N1CCCCC1	97	102	0.2	92	97	0	95	127
CC1(c2ccccc2)CC(C)(C)N(C(=O)C2CCCO2)c2ccccc21 (configuration not stated)	97	98	-0.1	97	104	-4	97	87
O=C(CSc1nnc(Cc2cc(=O)[nH]c(=O)[nH]2)n1-c1ccccc1)N1CCCC1	98	100	0.1	97	98	4	98	92
NNc1nc(Nc2ccccc2)nc(N2CCCCC2)n1	99	104	0.0	96	115	20	99	98
Cc1ccc(OCC(=O)Nc2nnc(S(=O)(=O)N3CCCCCC3)s2)cc1C	102	104	-0.3	99	99	3	98	106
CC1CCCN(C(=S)NC2CCCC2)C1 (configuration not stated)	88	91	0.1	.	86	-2	89	88
O=C(O)c1cccc(N2C(=S)N=C(Nc3ccccc3)C23CCCCC3)c1	91	94	-0.1	96	89	0	94	89
CN(C)/C=N/c1sc2c(c1C#N)CCCC2	87	98	0.2	87	86	9	95	106
Cc1ccc(S(=O)(=O)N(CC(=O)N(C)C)c2cccc([N+](=O)[O-])c2)cc1	94	105	0.1	99	98	0	93	127
O=C(CNc1cc(S(=O)(=O)N2CCOCC2)ccc1N1CCCC1)NCc1ccco1	98	93	0.2	.	98	4	94	95
CC(=O)c1ccc(NS(=O)(=O)c2ccc3c(c2)CCC(=O)N3)cc1	97	101	0.6	94	93	0	94	100
Cc1ccc(-n2nnnc2SCC#N)cc1	107	106	0.1	103	110	1	101	103
CCCCOC(=O)CCCc1ccc([N+](=O)[O-])cc1[N+](=O)[O-]	101	100	0.1	93	114	0	101	142
COc1ccccc1-n1cnnc1SCC(=O)N1CCOCC1	100	109	-0.1	108	94	0	98	96
COc1ccc(C(CC(=O)N2CCCCC2)NC(=O)C(F)(F)F)cc1 (configuration not stated)	93	96	-0.1	100	96	0	97	97
Cc1cc(O)c2c(-c3ccccc3)cc(=O)oc2c1	?	266*[may fluoresce violet]	0.5	?	91[may fluoresce violet]	13	45*[may fluoresce violet]	110
CCOC(=O)CSc1nc2c(cnn2-c2ccc(F)cc2)c(=O)[nH]1	99	102	-0.1	97	99	-1	102	91
O=C(c1cc2ccccc2oc1=O)N(Cc1cccs1)C1CCS(=O)(=O)C1 (configuration not stated)	101	95	0.0	101	109	1	97	95
CN(Cc1ccco1)S(=O)(=O)c1nnc(NC(=O)c2ccccc2Cl)s1	97	104	-0.3	99	101	-1	99	102
COc1ccc(CN2CCN(Cc3ccc(C(F)(F)F)cc3)CC2)cc1	101	105	-0.1	104	92	0	109	93
C[C@H]1CN([C@@H](C)CO)C(=O)c2cccc(NC(=O)C3CC3)c2O[C@H]1CN(C)Cc1ccc(C(F)(F)F)cc1	86	93	-0.2	94	81	1	99	90

Five entries picked at random from the list so far, as already listed:
Structure	AGP1-GFP MLPCN	MEP2-GFP yeast	Efflux pump inh	CIT2-GFP yeast	LAP4-GFP MLPCN	AHR act	RPL19A-GFP yeast	CR mimetic SO
Cc1cc(O)c2c(-c3ccccc3)cc(=O)oc2c1	?	266*[may fluoresce violet]	0.5	?	91[may fluoresce violet]	13	45*[may fluoresce violet]	110
COc1ccccc1-n1cnnc1SCC(=O)N1CCOCC1	100	109	-0.1	108	94	0	98	96
C[C@H]1CN([C@@H](C)CO)C(=O)c2cccc(NC(=O)C3CC3)c2O[C@H]1CN(C)Cc1ccc(C(F)(F)F)cc1	86	93	-0.2	94	81	1	99	90
COc1ccc(CN2CCN(Cc3ccc(C(F)(F)F)cc3)CC2)cc1	101	105	-0.1	104	92	0	109	93
CN(Cc1ccco1)S(=O)(=O)c1nnc(NC(=O)c2ccccc2Cl)s1	97	104	-0.3	99	101	-1	99	102

(list continues)
Structure	AGP1-GFP MLPCN	MEP2-GFP yeast	Efflux pump inh	CIT2-GFP yeast	LAP4-GFP MLPCN	AHR act	RPL19A-GFP yeast	CR mimetic SO
CCOC(=O)N1CCC(=C(C#N)C(=O)Nc2cc(OC)ccc2OC)CC1	101	100	-0.1	96	101	14	98	108
Cc1csc(NC(=O)CCc2c(C)nc3cc(-c4cccc(F)c4)nn3c2C)n1	105	109	-0.5	101	110	-9	101	99
O=C(c1cccs1)N1CCN(CCc2ccccc2)CC1	91	92	0.0	97	89	1	90	94
COc1ccc(-c2noc(N3CCCC(C(=O)Nc4ccc(C(C)=O)cc4)C3)n2)cc1 (configuration not stated)	91	98	-0.1	98	91	8	91	99

Structures listed so far marked active in RPL19A-GFP yeast:
SMILES	AGP1-GFP MLPCN	MEP2-GFP yeast	Efflux pump inh	CIT2-GFP yeast	LAP4-GFP MLPCN	AHR act	RPL19A-GFP yeast
Cc1cc(O)c2c(-c3ccccc3)cc(=O)oc2c1	?	266*[may fluoresce violet]	0.5	?	91[may fluoresce violet]	13	45*[may fluoresce violet]

Screens deposited in PubChem BioAssay by several laboratories.
